bIAP inh = intestinal alkaline phosphatase (bovine) inhibition. 190,000 tested, under 10 active. purified bovine IAP, CDP-star luminescence, 30 min. inhibition, % at 20 µM;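 active means over 50% inhibition of intestinal alkaline phosphatase at 20 µM in the single-dose screen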
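test system = bovine IAP enzyme | medium = DEA buffer 100 mM, pH 9.8, with MgCl2 1.0 mM, ZnCl2 0.02 mM | detection = luminescence | dosing = single compound dose of 20 µM, 2% DMSO final | incubation = 30 min reaction at room temperature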
STAT3 activator = increases IL-6 driven STAT3 reporter signal | U3A cells, IL-6 STAT3-luciferase reporter, luminescence; 100% = signal with IL-6 EC80 alone | 0.91% of 190,000 active | activation (% of control), % at 5.6 µM;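 active means activation above the screen-wide mean of compound activation plus 3 SD, cut at about 130% in these data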;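 further: 0% = background luminescence of wells with medium and substrate only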
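Material: STAT1-lacking human U3A cells, STAT3 luciferase reporter | Benchmarks: IL-6-only wells as 100% reference | Probe or stimulus: IL-6 (33 ng/mL) | Timing: Compound 1 h, then IL-6 6 h at 37 °C | Detection: Luminescence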
SRC2 TRFRET art = flags TR-FRET format artefacts in PPARgamma SRC-2 recruitment agonist screen; TR-FRET artefact counter-screen; hits give high values; TR-FRET ratio at 8 µM; 0.4% of 200,000 active; AID 1049; in the data active means TR-FRET ratio above about 2000; further: inactives centre near 1500
PPARg SRC-1 ag = agonists of human PPARgamma SRC-1 coactivator recruitment; P37231; PPARgamma-SRC-1 coactivator recruitment biochemical assay; activation, % at 8 µM; 0.41% of 200,000 active; in the data active means activation above about 19%;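 further: 0% = DMSO and 100% = reference agonist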
bIAP act = increases bovine intestinal alkaline phosphatase activity; purified bovine IAP, CDP-star luminescence, 30 min; hits give high values; fold of DMSO-control signal, blank-subtracted; activation factor at 20 µM; 0.17% of 200,000 active; AID 1016;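 active means activation factor of 2 or more at 20 µM, a signal rise over negative controls twice the positive control's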
PPARg SRC-2 ag = agonists of SRC-2 recruitment by human PPARgamma; P37231; PPARgamma LBD-SRC-2 recruitment, biochemical; activation, % at 8 µM; 0.34% of 200,000 active; AID 1032; in the data active means activation above about 22%;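 further: 0% = vehicle and 100% = reference agonist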
PPARg SRC-3 ag = agonists of human PPARgamma SRC-3 coactivator recruitment. 0.26% of 200,000 active. activation, % at 8 µM. AID 731. P37231. biochemical PPARgamma/SRC-3 coactivator recruitment assay; in the data active means activation above about 23%;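 further: 0% = DMSO and 100% = reference agonist; some compounds past the cut are filed as inactive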
STAT3 inh = inhibitors of IL-6 induced STAT3 signaling; U3A cells, IL-6 STAT3-luciferase reporter, luminescence; host cell line lacks STAT1; inhibition, % at 5.5 µM; 0.89% of 190,000 active; AID 862;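 active means inhibition above the mean inhibition across all screened compounds plus 3 SD, cut at about 44% in these data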;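 further: 0% = DMSO only wells and 100% = 100 µM nifuroxazide control wells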
STAT1 inh = reduces IFN-gamma driven STAT1 reporter signal. 0.35% of 200,000 active. NIH 3T3 STAT1-luciferase reporter, luminescence. inhibition, % at 5.5 µM;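 active means inhibition above a set limit, the mean inhibition across all tested compounds plus 3 SD, cut at about 34% in these data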;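 further: 0% = IFN-gamma with DMSO and 100% = IFN-gamma with 300 µM nifuroxazide; values of inactives mirror those of a sister screen read the other way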
ROMK primary = modulates human ROMK potassium channel activity; Tet-inducible ROMK, thallium flux fluorescence; actives lie on both sides; AID 1918; B-score at 10 µM; P48048; 2% of 130,000 active;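 active means signal ratio slope over the read window, or its plate-corrected B-score, at least 3 SD from the plate mean, either direction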;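 further: B-score of the F/F0 ratio slope over 7 to 12 s after thallium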
Target sequence (P48048 whole entry, looked up): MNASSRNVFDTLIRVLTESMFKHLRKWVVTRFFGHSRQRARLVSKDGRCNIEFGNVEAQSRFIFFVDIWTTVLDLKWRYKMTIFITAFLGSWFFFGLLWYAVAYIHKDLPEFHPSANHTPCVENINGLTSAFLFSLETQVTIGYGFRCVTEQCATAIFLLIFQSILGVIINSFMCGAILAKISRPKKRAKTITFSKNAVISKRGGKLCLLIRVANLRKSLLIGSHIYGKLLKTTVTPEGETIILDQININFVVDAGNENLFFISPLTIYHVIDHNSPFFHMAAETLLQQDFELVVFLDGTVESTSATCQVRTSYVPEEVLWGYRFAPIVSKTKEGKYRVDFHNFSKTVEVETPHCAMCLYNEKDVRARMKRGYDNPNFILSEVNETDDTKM
TNAP act hiacc = activators of human TNAP at high phosphate acceptor concentration; P05186; purified TNAP, CDP-star luminescence, 1 M DEA, 30 min; hits give high values; 0 = EDTA background, 1 = DMSO-only activity; activation factor at 20 µM; 200,000 tested, under 10 active; AID 1136;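 active means activation factor at least 2 at 20 µM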
Target sequence (P05186 whole entry, looked up): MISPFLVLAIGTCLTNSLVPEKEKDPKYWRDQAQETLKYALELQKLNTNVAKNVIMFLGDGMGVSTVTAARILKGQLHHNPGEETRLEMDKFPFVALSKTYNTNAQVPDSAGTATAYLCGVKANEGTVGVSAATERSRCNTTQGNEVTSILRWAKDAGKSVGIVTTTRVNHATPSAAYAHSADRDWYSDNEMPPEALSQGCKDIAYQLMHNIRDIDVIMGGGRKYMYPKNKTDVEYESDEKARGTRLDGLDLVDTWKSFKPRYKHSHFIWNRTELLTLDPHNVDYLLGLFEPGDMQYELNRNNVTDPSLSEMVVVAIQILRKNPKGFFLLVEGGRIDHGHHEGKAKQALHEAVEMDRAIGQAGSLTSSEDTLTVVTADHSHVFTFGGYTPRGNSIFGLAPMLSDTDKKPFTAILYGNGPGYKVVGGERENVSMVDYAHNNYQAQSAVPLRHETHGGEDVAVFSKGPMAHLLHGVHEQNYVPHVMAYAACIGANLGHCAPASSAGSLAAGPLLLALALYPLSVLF
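system = human TNAP | amount = enzyme diluted 1/800 final | reagent = 100 µM CDP-star substrate | signal = luminescent substrate turnover signal | dosing = one dose, 20 µM | benchmarks = EDTA negative control, DMSO positive control | measure = activation factor | timing = 30 min reaction, room temperature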
Starred values were filed as active, the others as inactive; x = not tested or not shown.

smiles,bIAP inh,PPARg SRC-2 ag,STAT1 inh,bIAP act,ROMK primary,PPARg SRC-3 ag,STAT3 activator,PPARg SRC-1 ag,SRC2 TRFRET art,TNAP act hiacc,STAT3 inh
COc1ccc2c(c1OC)C(=O)OC2c1c(O)n(Cc2ccc(F)cc2)c(=O)[nH]c1=O (stereo not drawn),7,4,3,0.9,x,4,97,12,1617,1,8
CCN1c2nc3c(C)cccn3c(=O)c2CC2(C(=O)N(C)C(=O)N(C)C2=O)C1C (stereo not drawn),4,9,0,1,x,7,98,5,1664,1,8
CN(C(=O)Oc1ccc(Cl)c2cccnc12)c1ccccc1,12,4,3,0.9,-0.8,4,91,1,1562,1,13
CC12CN3CC(C)(CN(C1)C3c1cccs1)C2 (stereo not drawn),27,-3,-7,0.7,x,0,99,-5,1580,1,5
Cc1nonc1OCCNCCNc1ccc([N+](=O)[O-])c2cccnc12,-5,7,7,1.1,-5.3*,3,93,1,1833,0.8,12
CC[N+]1(C)CCCC(OC(=O)C(O)(c2ccccc2)c2ccccc2)C1 (stereo not drawn),4,10,-2,1,x,4,105,14,1524,1,-3
COC(=O)C(=O)N1CC2(C)CNCC(C)(C1)C2=O,4,5,-7,1,1.2,3,108,-6,1340,1,-5
CCC(=NCCOc1ccc(Cl)cc1)c1c(O)n(C)c(=O)n(C)c1=O,-2,3,17,1,-3.1*,1,75,-8,1360,1,33

Quoted from the results shown for reference:
smiles,bIAP inh,PPARg SRC-2 ag,STAT1 inh,bIAP act,ROMK primary,PPARg SRC-3 ag,STAT3 activator,PPARg SRC-1 ag,SRC2 TRFRET art,TNAP act hiacc,STAT3 inh
CC[N+]1(C)CCCC(OC(=O)C(O)(c2ccccc2)c2ccccc2)C1 (stereo not drawn),4,10,-2,1,x,4,105,14,1524,1,-3
COC(=O)C(=O)N1CC2(C)CNCC(C)(C1)C2=O,4,5,-7,1,1.2,3,108,-6,1340,1,-5
CCC(=NCCOc1ccc(Cl)cc1)c1c(O)n(C)c(=O)n(C)c1=O,-2,3,17,1,-3.1*,1,75,-8,1360,1,33

Continuation.
smiles,bIAP inh,PPARg SRC-2 ag,STAT1 inh,bIAP act,ROMK primary,PPARg SRC-3 ag,STAT3 activator,PPARg SRC-1 ag,SRC2 TRFRET art,TNAP act hiacc,STAT3 inh
CCC1(CC)C(=O)NC(=NCCc2c[nH]c3ccccc23)NC1=O,-7,5,5,1.1,-0.078,10,118,4,1654,1,-18
O=C(c1cccs1)C1CN2CCC1CC2 (stereo not drawn),8,4,-5,0.9,x,3,93,8,1589,1,13
O=C(c1ccc(N2CCCCC2)c([N+](=O)[O-])c1)N1CCC2(CC1)OCCO2,1,4,4,1,-0.11,7,89,10,1675,0.9,15
CN(C)c1ccc(C=C2C(=O)NC(=O)NC2=O)cc1[N+](=O)[O-],0,5,-5,1,0.65,0,104,0,1394,1,-6
Cc1cc(N(CCCl)CCCl)ccc1/C=N/NC(=O)c1ccco1,-8,-2,-28,1.1,x,-1,105,-4,1393,1,-4
Cn1c(O)c(N=Nc2ccc(S(=O)(=O)N3CCOCC3)cc2)c(=O)n(C)c1=O,-53,-4,0,1.5,x,0,96,0,1572,0.8,0
Cc1cc(Cl)ccc1C(=O)C1CCCN(C2CCSCC2)C1 (stereo not drawn),9,4,13,0.9,-1.6,2,92,2,1634,1.1,15
CC12CN3CC(C)(CN(C1)P3(=O)Oc1ccccc1)C2=O (stereo not drawn),19,-5,-5,0.8,0.19,10,98,-1,1632,1.1,10
CCC1CN(C)CCC1(OC(C)=O)c1ccccc1 (stereo not drawn),12,8,-6,0.9,0.28,-3,108,-2,1493,1,-9
Cn1cc(C=C(C#N)C#N)c2ccccc21,0,5,0,1,0.16,9,86,8,1460,1,20
O=C(CCl)NCC1CCCO1 (stereo not drawn),-6,0,-10,1.1,0.87,-1,102,1,1654,1.1,0
CC(C)CN(C(=O)CN1CC=C(c2ccccc2)CC1)c1c(N)n(CC(C)C)c(=O)[nH]c1=O,-32,5,5,1.3,-1.2,0,98,7,1538,1,4
O=P(O)(Oc1ccccc1)OC(c1ccccc1)C(F)(F)C(F)(F)F (stereo not drawn),1,-5,-4,1,-0.58,0,93,7,1523,1,11
Cc1ccc(P(=S)(c2ccc(C)o2)N2CCOCC2)o1,8,-3,-1,0.9,0.16,-2,93,2,1531,1,10
CN1CCCCC1c1ccc(-c2cccnc2)nc1 (stereo not drawn),-11,-1,-6,1.1,x,-4,x,3,1651,1.1,x
CN1CCN(CCC(=O)OC2CC3CCC(C2)N3C)CC1 (stereo not drawn),7,-14,0,0.9,0.51,4,106,-1,1603,1,-4
CCCCC(CC)CNCC(O)c1ccccc1 (stereo not drawn),2,3,-5,1,-1.4,5,95,-1,1472,1.1,6
COc1cc(OC)c(C=O)c(OC(=O)N(C)C)c1,-8,8,-7,1.1,0.41,2,109,7,1707,1,0
Cc1ccc(N2C(=O)NC(=O)/C(=C/c3cnc(-c4ccccc4)nc3)C2=O)cc1C,4,13,-14,1,1.1,7,101,0,1767,1,-4
OC(COCc1ccc(Cl)cc1)CN1CC=C(c2ccccc2)CC1 (stereo not drawn),-9,5,-9,1.1,-3.3*,9,101,11,1711,1,3
O=c1c2ccccc2nc(-c2ccco2)n1-c1ccc(Br)cn1,8,6,4,0.9,-0.05,-5,95,4,1431,1,10
CC12CNCC(C)(CNC1)C2O (stereo not drawn),-2,-4,-3,1,x,-3,101,-12,1524,1.1,5
CC(C)n1c(=O)c(C=Nc2ccc(Cl)cc2)c(O)n(Cc2ccco2)c1=O,0,15,4,1,0.49,2,86,-2,1810,1,18
Cc1cc(OCCCC(=O)NCc2cccs2)ccc1Cl,26,6,-4,0.7,x,1,102,-1,1687,1,-3
Oc1cccc(/C=N/NP(=S)(c2ccccc2)c2ccccc2)c1,45,-3,-3,0.5,1.1,-6,109,1,1407,1,-12
CC(=O)Nc1ccc(OC(=O)c2ccccc2N)cc1,-2,-1,-4,1,x,2,92,-4,1227,1.1,13
Cc1ccc2nc(C)n(-c3ccc(F)cc3)c(=O)c2c1,-1,6,9,1,-0.04,3,92,12,1541,1,18
C=CCN(c1ccc(C(=O)N(CC)CC)cc1)S(C)(=O)=O,7,6,-1,0.9,0.021,4,100,9,1469,1,2
Cn1cccc1/C=C1/C(=O)NC(=O)N(Cc2ccccc2)C1=O,6,-7,-7,0.9,-1.4,-3,135*,-4,1403,1,-38
CCOCCCNC(=O)CN1C2CCC1CC(O)(c1ccc(OC)cc1)C2 (stereo not drawn),1,-4,-8,1,0.74,10,107,4,1545,1,-6
O=CC(Cl)P(=O)(N1CCCCC1)N1CCCCC1 (stereo not drawn),9,2,-9,0.9,x,4,103,5,1578,1,0
COc1ccccc1-n1c(-c2ccoc2)nc2ccccc2c1=O,3,6,-3,1,x,14,93,8,1599,1,14
C[N+]1(CC2COC(c3ccco3)O2)CCCCC1 (stereo not drawn),7,-7,-2,0.9,x,1,96,-5,1443,1,6
CC(=NCCCO)c1c(O)n(Cc2ccccc2)c(=O)[nH]c1=O,-15,-1,5,1.1,x,-7,101,7,1657,1,-1
S=P(Nn1cnnc1)(c1ccc(Br)cc1)c1ccc(Br)cc1,4,7,9,1,0.013,0,103,3,1631,1.1,2
CC(C)C(=O)Nc1ccc(S(=O)(=O)N2CC3CC(C2)c2cccc(=O)n2C3)cc1 (stereo not drawn),-8,8,7,1.1,-0.3,-1,94,-2,1751,1.1,11
CC1NCCC2(O)CCCCC12 (stereo not drawn),-1,4,-5,1,-0.78,1,98,1,1435,1,5
CSc1ncc(/C=C2/C(=O)NC(=O)N(C)C2=O)cn1,6,-1,3,0.9,-1.2,2,97,-2,1559,1,12
CCCC(C)C(=O)NC1CCSC1=O (stereo not drawn),12,0,14,0.9,-0.4,2,100,4,1680,1,3
O=P(O)(Oc1ccccc1)OC(c1ccccc1)C(F)(F)F (stereo not drawn),5,-11,-7,1,-0.56,-2,99,-3,1518,1,9

A second format for two compounds above:
> CC1NCCC2(O)CCCCC12 (stereo not drawn)
  bIAP inh: -1
  PPARg SRC-2 ag: 4
  STAT1 inh: -5
  bIAP act: 1
  ROMK primary: -0.78
  PPARg SRC-3 ag: 1
  STAT3 activator: 98
  PPARg SRC-1 ag: 1
  SRC2 TRFRET art: 1435
  TNAP act hiacc: 1
  STAT3 inh: 5
> CSc1ncc(/C=C2/C(=O)NC(=O)N(C)C2=O)cn1
  bIAP inh: 6
  PPARg SRC-2 ag: -1
  STAT1 inh: 3
  bIAP act: 0.9
  ROMK primary: -1.2
  PPARg SRC-3 ag: 2
  STAT3 activator: 97
  PPARg SRC-1 ag: -2
  SRC2 TRFRET art: 1559
  TNAP act hiacc: 1
  STAT3 inh: 12

Going on with the list:
smiles,bIAP inh,PPARg SRC-2 ag,STAT1 inh,bIAP act,ROMK primary,PPARg SRC-3 ag,STAT3 activator,PPARg SRC-1 ag,SRC2 TRFRET art,TNAP act hiacc,STAT3 inh
CC(C)(C)C(O)C(Oc1ccc(Cl)cc1)n1cncn1 (stereo not drawn),4,7,8,1,x,5,106,-2,1697,1,-2
Cc1ccccc1NC1(C#N)CCCCC1,-2,-6,0,1,1.1,6,107,-7,1440,1.1,-4
Cn1c(O)c(C(=N)COc2ccccc2)c(=O)n(C)c1=O,-3,-3,-12,1,x,0,96,-5,1553,1,10
N#Cc1c(Cl)nc(Cl)c2c1CCN(Cc1ccccc1)C2,5,10,-3,1,x,6,104,5,1583,1,-2

Source: PubChem

The list is partial; count on the stated rates, not on these rows.
